Screening data as filed in PubChem BioAssay.
NPSR antagonist: blocks cAMP signaling of the human neuropeptide S receptor; 220,000 tested, 1% active; Q6W5P4; CHO-NPSR cells, cAMP TR-FRET, antagonist mode; AID 1461; Potency, µM (doses to about 38.3 µM), inactives show at the top dose activity change, negative = inhibition, actives largely listed as inhibitors; note: potency is the fitted concentration of half-maximal effect; % is set by controls: 0 for no effect and ±100 for the full control effect; nearly all actives have a fitted effect of over 50% in size; many of its hits are not listed in these tables
aGal spleen mod: inhibits or activates alpha-galactosidase in human spleen homogenate | P06280 | human spleen homogenate, 4MU-alpha-Gal fluorescence, 40 min | Potency, µM (highest dose often 80 µM), without a hit: top-dose activity change, negative = inhibition, most hits filed as inhibitors | 240,000 tested, 0.008% active | AID 2107;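 note: potency is the fitted concentration of half-maximal effect; 0% = enzyme with vehicle and -100% = no enzyme basal signal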
Target sequence (P06280 32-429 limits assumed): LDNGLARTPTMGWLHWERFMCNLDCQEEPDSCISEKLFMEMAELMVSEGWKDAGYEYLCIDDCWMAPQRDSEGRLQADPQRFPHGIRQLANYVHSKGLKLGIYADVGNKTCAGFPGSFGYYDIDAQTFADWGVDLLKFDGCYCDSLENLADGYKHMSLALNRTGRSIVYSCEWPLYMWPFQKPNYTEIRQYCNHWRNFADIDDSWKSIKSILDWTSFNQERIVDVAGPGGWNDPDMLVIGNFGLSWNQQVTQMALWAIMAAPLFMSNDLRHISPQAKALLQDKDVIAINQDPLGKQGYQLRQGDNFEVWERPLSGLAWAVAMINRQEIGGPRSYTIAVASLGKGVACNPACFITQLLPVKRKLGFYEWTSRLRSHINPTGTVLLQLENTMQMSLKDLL
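qHTS titration in buffer at pH 5.0. Alpha-galactosidase activity in spleen homogenate was measured via 4-methylumbelliferone release from 1 mM fluorogenic substrate after 40 min at 37C and a pH 10 stop. AC50 came from Hill fits of control-normalized data.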
Lamin A splicing: changes lamin A minigene splicing in HeLa cells | HeLa LMNA splicing GFP/RFP minigene ratio, 48 h | Potency, µM (top dose mostly 46.1 µM), for inactives: top-dose ratio change, negative = inhibition, hits mostly inhibitors | 200,000 tested, 0.01% active; active = well fitted inhibition curve with a large enough effect in the signal ratio, with a control signal flat, not every such curve was filed as active; inconclusive = small, poorly fitted or top-dose-only effect, or effect the other way, or a change in a side signal; the % refers to the signal ratio; note: potency is the fitted concentration of half-maximal effect; % is set by controls: 0 for no effect and ±100 for the full control effect
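Read-out is the ratio of GFP to DsRed2 object intensity, acquired by 488 nm laser-scanning cytometry on HeLa lamin A-EGFP minigene reporter cells. Compound incubation 48 hrs at 37 °C in Opti-MEM with 2% FBS; DMSO 0.5% final.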
IMPase Li inh: membrane-permeable IMPase blocker, potentiated with lithium; CHO-M1 cells, IP1 TR-FRET (IP-One), carbachol + lithium; Potency, µM (highest dose often 59.4 µM), for the others: top-dose activity, negative = IMPase inhibition, usual class: inhibitors; 210,000 tested, 0.35% active; AID 1457;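 note: IP1 builds up when IMPase is blocked and the TR-FRET signal falls; potency is the fitted concentration of half-maximal effect; plate controls were basal vehicle for no effect and high inhibitor control for full effect; nearly all actives have a fitted effect of over 50% in size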
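CHO-M1, 2000 cells/well, 16–30 h culture; cpd + low Li+, 30 min 37C; lysis with d2-IP1/Eu-anti-IP1 Ab, 10 min RT; TR-FRET 665/620 ratio and 620 channel; AC50 via Hill.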
CBFb-RUNX1 inh: CBF-beta/RUNX1 interaction disruption. Q01196+Q13951. AlphaScreen CBFb-His/RUNX1-biotin binding, biochemical. Potency, µM (series often up to 59.8 µM), inactives show at the highest dose activity, negative = inhibition, usual class: inhibitors. 230,000 tested, under 10 active; note: % of control where 0% means no effect
Target sequence (Q01196 whole entry, looked up): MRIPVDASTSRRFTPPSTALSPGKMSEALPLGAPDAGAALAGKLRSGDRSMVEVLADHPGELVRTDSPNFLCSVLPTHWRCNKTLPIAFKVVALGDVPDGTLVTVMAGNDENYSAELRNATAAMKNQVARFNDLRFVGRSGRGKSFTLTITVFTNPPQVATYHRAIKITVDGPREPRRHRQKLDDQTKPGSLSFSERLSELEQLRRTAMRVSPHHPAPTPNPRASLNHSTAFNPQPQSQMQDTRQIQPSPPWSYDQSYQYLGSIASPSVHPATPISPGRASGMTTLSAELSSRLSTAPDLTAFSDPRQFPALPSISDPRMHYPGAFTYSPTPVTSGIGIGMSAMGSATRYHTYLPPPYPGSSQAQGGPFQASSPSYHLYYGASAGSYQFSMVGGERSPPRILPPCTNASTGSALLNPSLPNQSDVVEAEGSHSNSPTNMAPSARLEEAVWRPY
Target sequence (Q13951 whole entry, looked up): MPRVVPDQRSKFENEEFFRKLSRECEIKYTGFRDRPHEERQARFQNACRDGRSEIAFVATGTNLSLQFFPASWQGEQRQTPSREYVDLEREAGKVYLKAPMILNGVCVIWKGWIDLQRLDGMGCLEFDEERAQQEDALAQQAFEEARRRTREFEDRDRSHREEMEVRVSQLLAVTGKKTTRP
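Compounds were screened at multiple concentrations against a preformed CBF-beta(His)/RUNX1(biotin) complex (30 nM of each) for 15 min at room temperature, followed by 90 min with nickel and streptavidin beads and AlphaScreen reading.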
KinaseGlo FLuc: Kinase-Glo luciferase inhibition (counter-screen); 200,000 tested, 0.28% active; Potency, µM (highest dose often 38.3 µM), for inactives: top-dose activity change, negative = inhibition, most hits filed as inhibitors; AID 1379; Q27757; Kinase-Glo luciferase, ATP luminescence, 8 min; note: potency is the fitted concentration of half-maximal effect; % is set by controls: 0 for no effect and ±100 for the full control effect; nearly all actives have a fitted effect of over 60% in size
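Light output from Kinase-Glo luciferase with luciferin and 10 uM ATP in 50 mM imidazole pH 7.2, KCl, MgCl2, Tween 20, BSA; compound pin-delivered, 8-min ambient incubation, then luminescence read.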
Epigenetic derep: derepresses silenced GFP reporter in murine cells; murine LDR cells, GFP reporter derepression, 30 h; Potency, µM (top dose mostly 53.9 µM), for inactives: at the top dose GFP activation, actives largely listed as activators; 280,000 tested, 0.2% active; note: potency is the fitted concentration of half-maximal effect; % of control where 0% means no effect; nearly all actives have a fitted effect of over 60% in size
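Murine LDR cells carrying a silenced, genomically integrated CMV-driven GFP reporter were exposed to compound for 30 hours at 37 C. After PBS washes, GFP-positive cells (20–120 um objects) were counted by laser-scanning microplate cytometry.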
Numbers without * were called inactive; ? = inconclusive; / = no result given; [ ] = dose if it differs, or a comment. Unless noted, calls come from the whole dose curve; as a rule, active = well fitted curve in the direction sought with a large enough effect; inconclusive = small, poorly fitted or top-dose-only effect, or another doubt; inactive = no such curve, though single readings can be large; an effect the other way counts as inactive or inconclusive. Only part of the results is shown (hit frequency here may not be typical).

# | molecule | NPSR antagonist | aGal spleen mod | Lamin A splicing | IMPase Li inh | CBFb-RUNX1 inh | KinaseGlo FLuc | Epigenetic derep
1 | CC1(C)Nc2ccccc2N(Cc2ccc([N+](=O)[O-])cc2)C1=O | -25% | -2% | -21%[9.22 µM] | 1% | -1% | -6% | -0.2%
2 | NC(=O)CSC1=Nc2ccccc2C2=NC(c3ccccc3)C(=O)N12 (configuration not stated) | -6% | 21% | / | -10% | 2% | -1% | 1.2%
3 | Cc1ccc(OCC(=O)Nc2ccc3c(c2)OCCO3)cc1C | 0% | -2% | / | 0% | -5% | -2% | -1.2%
4 | O=C(NNC(=O)C1CC1c1ccccc1)c1ccccc1F (configuration not stated) | 13% | -2% | 0%[46 µM] | 9% | 5% | -1% | -2.6%
5 | O=C1[C@@H]2[C@H]3CC[C@H](C3)[C@@H]2C(=O)N1O | 12% | -3% | / | / | -11% | / | 1.1%
6 | N/C(=N\OC(=O)COc1ccc([N+](=O)[O-])cc1)c1ccncc1 | -8% | 4% | / | -4% | 11% | 3% | 1.5%
7 | COc1cc(NC(=O)COc2ccc(-n3cnnn3)cc2)c(OC)cc1Cl | -4%[46.1 µM] | -2% | -1% | 26%[38.3 µM] | -5% | -1% | 0.9%
8 | Cc1cccc(C(=O)NCC2CCCO2)c1 (configuration not stated) | -3%[46.1 µM] | 6% | 1% | 5% | 4% | 0% | 0.0%
9 | CSCCC(N=C(NS(=O)(=O)c1ccc(Br)cc1)c1ccccc1)C(=O)O (configuration not stated) | 8% | -4% | 4%[46 µM] | -6% | 1% | 2% | -1.4%
10 | O=C1c2cccc3cccc(c23)C(=O)N1CC1CCN(CC(O)COCc2ccc3c(c2)OCO3)CC1 (configuration not stated) | -1% | -15% | ? | 13% | 2% | 3% | 1.0%
11 | O=C(NC1(C(F)(F)F)NC(=O)N(C2CCCCC2)C1=O)C1CC1 (configuration not stated) | -1% | -5% | / | 3% | 10% | / | 0.0%
12 | Cn1c(C(=O)NC2CCCC2)cc2c(=O)n(C)c3ccccc3c21 | -15%[46.1 µM] | 4% | -5% | 7%[38.3 µM] | 3% | 2% | 1.9%
13 | Cc1ccc(Cl)cc1N1CCN(C(c2cccnc2)c2nnnn2C2CCCCC2)CC1 (configuration not stated) | ? | 0% | -3% | 33%[38.3 µM] | 5% | 0% | -1.0%
14 | CCOC(=O)c1cc(NC(=O)c2ccc(C)cc2)c(=O)oc1-c1ccccc1 | ? | 5% | 2% | 4%[38.3 µM] | -5% | -4% | 0.4%
15 | CCOc1cc(C(=O)NC(=S)Nn2cnnc2)cc(OCC)c1OCC | 1% | 1% | 14%[46 µM] | -1% | 5% | -2% | 2.4%
16 | O=C(O)c1cccc(N2C(=O)C3CC=CCC3C2=O)c1 (configuration not stated) | -1%[46.1 µM] | 1% | -8% | 3% | 0% | 0% | -0.8%
17 | COc1ccc(NC(=O)Nc2ccc3c(c2)N(C)C(=O)CS3)cc1OC | -3% | -2% | -2% | 3% | -1% | 2% | 1.0%
18 | CNC(=S)NNc1nc(C)cc(C)n1 | 6% | -5% | -4%[46 µM] | 1% | 23% | -2% | -0.6%
19 | O=C1c2ccccc2C(=O)N1CCCc1nc(-c2ccc(Cl)cc2)no1 | -12%[46.1 µM] | 2% | 3% | 9%[38.3 µM] | -2% | 0% | 0.8%
20 | CC(=O)N1CCc2c(sc(NC(=O)CN3C(=O)CCC3=O)c2C(N)=O)C1 | 10%[46.1 µM] | 2% | 2% | 8% | 3% | 1% | -1.0%
21 | Cc1cc(=S)nc(-c2ccccn2)[nH]1 | 10% | -7% | / | / | ? | / | 9.6%
22 | N#Cc1cn(-c2ccccc2)nc1C(=O)c1ccccc1 | ? | 5% | -5% | 12%[38.3 µM] | 4% | -2% | 0.8%
23 | COc1cc(OC)c(C(=O)/C=C/c2ccccc2)c(O)c1O | ? | 0% | / | / | 7% | / | 3.6%
24 | O=C(Oc1ccc(/C=N/Nc2nc(N3CCCCC3)nc(N3CCCCC3)n2)cc1)c1ccco1 | 31% | -6% | ? | 23% | 4% | -2% | 2.4%
25 | O=C(CCCC(=O)OCC(=O)NC1CCCC1)Nc1ccccn1 | -12%[46.1 µM] | -8% | 1% | 30%[38.3 µM] | 2% | 0% | 1.1%
26 | Cc1cc(SCc2cc(=O)[nH]c3ccccc23)nc2ccccc12 | ? | 8% | -5% | 25%[38.3 µM] | 2% | -3% | 2.0%
27 | O=C(NNC1=Nc2ccccc2SC1)c1ccc(F)cc1 | -1% | 1% | / | / | 0% | / | 2.5%
28 | Cc1cc(N2CCN(C(c3ccccc3)c3ccc(Cl)cc3)CC2)n2ncnc2n1 (configuration not stated) | -9% | 5% | ? | 25% | -2%[2.36 µM] | 0% | -3.1%
29 | COc1ccc(OC)c2[nH]c(=O)c(CCNC(=O)c3ccc(S(=O)(=O)N4CCCC4)cc3)cc12 | -16%[46.1 µM] | -3% | 15% | -3%[38.3 µM] | -12% | 6% | -1.0%
30 | Cc1c(Nc2scc(-c3ccccc3)[n+]2-c2ccccc2)c(=O)n(-c2ccccc2)n1C | -33% | 8% | / | 10% | -24% | -5% | 3.9%
31 | COc1ccccc1N(CC(O)CN(c1ccccc1)S(C)(=O)=O)S(=O)(=O)c1ccccc1 (configuration not stated) | -18%[46.1 µM] | 3% | -7% | 7% | 4% | 1% | -11%
32 | Fc1cccc(F)c1/C=N/N1CCOCC1 | 34% | 5% | 19%[9.22 µM] | -6% | 3% | 2% | -4.7%
33 | COc1ccc(CCN2C(=O)C3C4CC(C5C(C(=O)N/N=C\c6ccc(Cl)cc6)=NOC45)C3C2=O)cc1OC (configuration not stated) | -13%[46.1 µM] | 1% | 15% | -3%[38.3 µM] | -3% | -3% | 0.1%
34 | COc1ccc(NC(=O)NN(C(=O)c2ccccc2)C(C)(C)C)cc1 | 7% | 1% | 11% | 1% | 0% | 3% | -1.9%
35 | Cn1c(SCC(=O)Nc2ccc3cn[nH]c3c2)nnc1-c1cnccn1 | -23%[46.1 µM] | 1% | 5% | -6%[38.3 µM] | 1% | 11% | 2.3%
36 | CC(C)(C)C(=O)NC1CCN(C(=O)N2CCCC2)CC1 | -9%[46.1 µM] | -5% | 8% | 13%[38.3 µM] | 4% | 2% | 0.0%
37 | O=C(NN=C1c2ccccc2-c2ccccc21)c1ccccc1Br | -26%[46.1 µM] | 12% | -23% | 35%[activator][38.3 µM] | 0% | -2% | 0.0%
38 | COc1ccccc1CNC(=O)COC(=O)Cn1cnc2ccccc21 | 5% | 2% | / | -1% | 9% | -4% | 0.8%
39 | CCCCn1c(-c2csc3c2CCC(C)C3)n[nH]c1=S (configuration not stated) | ? | 7% | ? | 17%[38.3 µM] | -8% | -2% | 0.0%
40 | Clc1ccc(CSc2ccc(-c3ccccn3)nn2)cc1 | -7% | 0% | ? | 8% | -29% | 1% | -0.2%
41 | CCC1(CC)Cc2ccccc2C(C2=C(O)CC(C)(C)CC2=O)=N1 | -5% | 10% | -2% | -7% | 7% | -5% | 13%
42 | CNCc1c(C)nn(-c2ccccc2)c1C | 8% | 5% | / | 8% | -4% | 0% | -1.4%
43 | CC(=O)c1ccc(NC(=O)N2CCCC(C(=O)c3ccc4c(c3)OCO4)C2)cc1 (configuration not stated) | 2% | -3% | / | / | 0% | / | -8.2%
44 | CCn1nnnc1-c1ccc(OC)c(S(=O)(=O)Nc2ccc(OC)cc2)c1 | -14%[46.1 µM] | 1% | -2% | 12%[38.3 µM] | 6% | 2% | -1.1%
45 | O=C1NC(=O)C(CC(=O)N(Cc2cccs2)C2(C(=O)NC3CCCCC3)CCCCC2)N1 (configuration not stated) | 6% | 2% | -13% | -5% | 9% | 0% | -0.1%
46 | CCCCN(C)C(=O)C1CCC(=O)N(c2cc(OC)c(OC)c(OC)c2)C1c1ccc(OC)cc1 (configuration not stated) | -4%[46.1 µM] | 0% | -9% | 3% | 0% | -3% | -0.8%
47 | C/C(=N\NC(=S)NCCc1ccccc1)c1cccs1 | -48% | -3% | ? | 4% | 1% | -5% | -1.3%
48 | Cn1c(Sc2ccc(C(F)(F)F)cc2[N+](=O)[O-])nnc1-c1ccccc1 | 4%[46.1 µM] | 2% | 13% | -1%[38.3 µM] | -4% | 0% | 1.1%
49 | COc1cccc([C@@H]2Oc3ccc(Br)cc3C[C@H]2OC(=O)NS(=O)(=O)c2ccc(C)cc2)c1 | / | -9% | / | 6% | -5% | 0% | -1.6%
50 | CC(C)=NOc1nc(N(C)C)nc(N(C)C)n1 | 13% | 3% | 5% | 1% | 28% | 2% | -0.9%

(cont.)
# | molecule | NPSR antagonist | aGal spleen mod | Lamin A splicing | IMPase Li inh | CBFb-RUNX1 inh | KinaseGlo FLuc | Epigenetic derep
51 | NNC(=O)/C(=C\c1cccs1)NC(=O)c1ccccc1 | 6% | -5% | -16% | 3% | 4% | 2% | -3.2%
52 | Nc1nnc(SCn2nnc3ccccc3c2=O)s1 | 4% | 1% | / | -6% | -2% | 4% | -3.4%
53 | Cc1cccc(OCc2nnc(SC(C)C(=O)O)n2Cc2ccccc2)c1 (configuration not stated) | -11% | 6% | 8%[46 µM] | 3% | 0% | 5% | -0.4%
54 | Cc1cccc(-c2nsc(SCC(=O)Nc3ccc4c(c3)OCO4)n2)c1 | -3% | -19% | ? | 0% | 1% | 3% | 6.3%
55 | COc1ccc(C(=O)Nc2nc(-c3ccc(S(=O)(=O)N4CCOCC4)cc3)cs2)cc1 | -14%[46.1 µM] | 5% | ? | 35%[38.3 µM] | -7% | -2% | -0.5%
56 | O=C(Nc1csnn1)c1csnn1 | -13% | -9% | / | / | 3% | / | 0.0%
57 | O=C(CSc1nnc(-c2ccc(F)cc2)o1)Nc1ccc(S(=O)(=O)N2CCCC2)cc1 | -27%[46.1 µM] | -1% | 7% | -5%[38.3 µM] | 7% | 0% | -5.4%

Record cards, from the list above. Order of screens: NPSR antagonist, aGal spleen mod, Lamin A splicing, IMPase Li inh, CBFb-RUNX1 inh, KinaseGlo FLuc, Epigenetic derep
`O=C(CSc1nnc(-c2ccc(F)cc2)o1)Nc1ccc(S(=O)(=O)N2CCCC2)cc1` in the list: -27%[46.1 µM], -1%, 7%, -5%[38.3 µM], 7%, 0%, -5.4%
`Nc1nnc(SCn2nnc3ccccc3c2=O)s1` in the list: 4%, 1%, /, -6%, -2%, 4%, -3.4%
`NNC(=O)/C(=C\c1cccs1)NC(=O)c1ccccc1` in the list: 6%, -5%, -16%, 3%, 4%, 2%, -3.2%
